Assay outcomes as filed in PubChem BioAssay.
hIAP activ = human IAP activation; P09923; purified human IAP, CDP-Star luminescence, 30 min; stronger effect = higher value; 1 = vehicle-only enzyme, 0 = enzyme-free background; activation factor at 10 µM; actives 0.16% (n = 330,000); AID 2524;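 active = activation factor of the enzyme at least 2-fold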; note: the source names both 10 and 20 µM as test concentration; values of inactives mirror those of a sister screen read the other way
mIAP act = increases mouse intestinal alkaline phosphatase activity | muIAP, CDP-Star luminescence, 30 min; stronger effect = higher value; 1 = vehicle-only enzyme signal, 0 = enzyme-free wells | activation factor at 10 µM | actives 0.24% (n = 330,000);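 active = activation factor of at least 2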; note: the source names both 10 and 20 µM as test concentration; values of inactives mirror those of a sister screen read the other way
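Assay system: mouse IAP enzyme; Reagent: CDP-Star chemiluminescent phosphatase substrate; Compound: DMSO-dissolved test compounds; Incubation: 30 min, room temperature; Technique: luminescence from enzymatic CDP-Star hydrolysis; Controls: DMSO-only wells and no-enzyme negative control.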
mIAP block = mouse IAP inhibition | purified mouse IAP, CDP-Star luminescence, 30 min | AID 2806 | actives 0.2% (n = 330,000) | inhibition, % at 10 µM;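 active = inhibition of at least 40% at 10 µM in the primary screen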;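 note: plate controls were DMSO with enzyme for no effect and no enzyme wells for full effect; values of inactives mirror those of a sister screen read the other way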
APOBEC3A inh = blocks human APOBEC3A ssDNA deamination | P31941 | recombinant A3A, FAM/TAMRA ssDNA deamination fluorescence | actives 0.41% (n = 330,000) | inhibition, % at 20 µM;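 active = at least 40% inhibition at 20 µM here, with at most 30% in a related deaminase screen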;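 note: plate controls were A3A with DMSO for no effect and wells lacking A3A enzyme for full effect; some results filed as inactive read as strong as hits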
Target sequence (P31941 whole entry, looked up): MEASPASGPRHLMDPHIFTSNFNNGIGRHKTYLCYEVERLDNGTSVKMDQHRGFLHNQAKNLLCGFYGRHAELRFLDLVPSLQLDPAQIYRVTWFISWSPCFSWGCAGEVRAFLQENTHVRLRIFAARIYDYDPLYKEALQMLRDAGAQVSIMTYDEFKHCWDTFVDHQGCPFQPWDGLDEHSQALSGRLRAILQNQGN
MIN6 prolif = inducers of beta-cell replication in MIN6 cells. MIN6 cells proliferation, ATPlite luminescence, 48 h; cells starved in 0.2% serum; 100% = growth in 10% serum. proliferation, % at 10 µM. actives 0.29% (n = 330,000). AID 2380;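 active = compounds whose signal lies at least 3.5 SD above the mean of all wells on their plate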;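 note: 0% = DMSO-treated cells in low-serum medium and 100% = 10% serum control; some compounds called inactive have numbers as strong as hits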
A3G deaminase = inhibitors of human APOBEC3G DNA deaminase. actives 0.28% (n = 330,000). recombinant A3G, ssDNA deamination FAM/TAMRA fluorescence. Q9HC16. inhibition, % at 20 µM;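 active = inhibition of at least 40% at 20 µM, with no more than 30% in the related APOBEC3A deaminase screen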;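 note: plate controls were DMSO wells with A3G for no effect and wells lacking A3G enzyme for full effect; some compounds called inactive have numbers as strong as hits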
Target sequence (Q9HC16 whole entry, looked up): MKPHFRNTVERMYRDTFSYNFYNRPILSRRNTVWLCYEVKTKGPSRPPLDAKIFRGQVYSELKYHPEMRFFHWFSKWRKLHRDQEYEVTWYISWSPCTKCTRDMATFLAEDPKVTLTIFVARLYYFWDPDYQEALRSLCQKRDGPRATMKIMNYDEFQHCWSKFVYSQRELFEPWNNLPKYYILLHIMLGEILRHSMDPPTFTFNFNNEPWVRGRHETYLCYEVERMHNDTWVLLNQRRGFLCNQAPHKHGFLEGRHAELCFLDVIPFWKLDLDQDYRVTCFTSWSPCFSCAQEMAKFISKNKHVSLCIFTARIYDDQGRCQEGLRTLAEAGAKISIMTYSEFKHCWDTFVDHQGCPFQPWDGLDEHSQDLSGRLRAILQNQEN
hIAP inh = blocks human intestinal alkaline phosphatase; purified IAP, CDP-Star luminescence, 30 min; inhibition, % at 10 µM; actives 0.12% (n = 330,000); AID 2544;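 active = inhibition reaching a set limit with compound at 10 µM in the primary screen, cut at about 35% in these data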;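 note: plate controls were DMSO wells with enzyme for no effect and no-enzyme buffer wells for full effect; values of inactives mirror those of a sister screen read the other way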
NR3A LBD binder = modulates the human NR3A ligand-binding domain. actives 2.5% (n = 340,000). Tm shift relative to glycine control, % at 25 µM. AID 1259313. NR3A LBD differential scanning fluorimetry, Tm shift; 0% = protein alone, 100% = glycine-bound protein;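 active = melting temperature shift of at least 10% of the positive control shift, at one fixed dose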
MPTP block = blocks calcium-induced mitochondrial swelling; isolated mouse mitochondria, Ca2+ swelling absorbance, 30 min; inhibition, % at 10 µM; actives 1.4% (n = 360,000);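 active = inhibition of 50% or more, scaled per plate between neutral and stimulator controls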;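 note: 0% = DMSO wells given calcium and 100% = 1 mM EGTA wells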
An asterisk follows results filed as active; x = not tested or not shown.

entry | Compound | hIAP activ | mIAP act | mIAP block | APOBEC3A inh | MIN6 prolif
1 | O=c1cc(CN2CCN(c3ccccc3O)CC2)nc2sccn12 | 1.1 | 0.95 | 5 | 10 | -2
2 | Cc1ccc(OC(=O)NC2CCS(=O)(=O)C2)cc1C (stereo unspecified) | 0.99 | 1.1 | -12 | 0 | 1
3 | Cc1ccccc1Nc1c([N+](=O)[O-])cncc1[N+](=O)[O-] | 0.96 | 0.81 | 19 | 3 | -6
4 | O=C(NC(=S)Nn1cnnc1)c1ccc(F)cc1Cl | 1 | 0.93 | 7 | -3 | -2
5 | Clc1ccc(C#Cc2cccnc2)cc1 | 1 | 1.1 | -6 | 1 | -3
6 | CC(C)Oc1cccc(C(=O)Nc2ccc(Br)cc2F)c1 | 1.1 | 1 | -2 | 2 | -3
7 | CCCCS(=O)(=O)Nc1ccc2c(c1)ncn2C1CCCCC1 | 1.2 | 1.1 | -9 | -1 | -4
8 | CC(O)CC(C)O (stereo unspecified) | 0.93 | 1.1 | -7 | -3 | -4
9 | O=C(/C=C/c1ccc(S(=O)(=O)N2CCOCC2)cc1)N(CCO)Cc1ccccc1 | 1 | 0.93 | 7 | 4 | -3
10 | Cc1cc(C)nc(NC(=O)C(C)N2C(=O)c3ccccc3C2=O)n1 (stereo unspecified) | 1 | 1.1 | -6 | -1 | -4

entry | A3G deaminase | hIAP inh | NR3A LBD binder | MPTP block
1 | -4 | -12 | 1 | -0.4
2 | -8 | 1 | 11* | -1.1
3 | 13 | 4 | -1 | 0.9
4 | 2 | 0 | 3 | -0.8
5 | 15 | -2 | 0 | -1.8
6 | -3 | -7 | 2 | 1.8
7 | 2 | -25 | 0 | -0.5
8 | -9 | 7 | 2 | -1.1
9 | -3 | -2 | 2 | 2.6
10 | -3 | 0 | 0 | -0.1

Additional compounds:
entry | Compound | hIAP activ | mIAP act | mIAP block | APOBEC3A inh | MIN6 prolif
11 | O=C(CN1C(=O)NC2(CCCC2)C1=O)NCCC1=CCCCC1 | 0.83 | 1.1 | -7 | -4 | -2
12 | O=C(O)c1ccc(CNC(=S)Nc2ccccc2)cc1 | 0.98 | 1 | -4 | 1 | 3
13 | CCN(C[C@H]1N[C@@](Cc2ccccc2)(C(=O)OC)[C@H]2C(=O)N(C)C(=O)[C@@H]12)S(=O)(=O)c1ccc(OC)cc1 | 0.98 | 0.91 | 10 | -3 | -3
14 | CCCCN(C(=O)C1CCCC1)c1c(N)n(CC(C)C)c(=O)[nH]c1=O | 0.97 | 0.95 | 5 | 6 | 0
15 | O=C1NNC(=O)C2C3C=CC(C4CC34)C12 (stereo unspecified) | 0.96 | 0.99 | 1 | -5 | 0
16 | CCN(CC)CCN(C(=O)CCS(=O)(=O)c1ccccc1)c1nc2cc(OC)c(OC)cc2s1 | 0.97 | 0.95 | 5 | -2 | 5
17 | O=C(COC(=O)CCC(NC(=O)OCc1ccccc1)C(=O)OCC(=O)Nc1ccccc1)Nc1ccccc1 (stereo unspecified) | 0.99 | 0.86 | 14 | 1 | 0
18 | O=C(CN(C(=O)c1csnn1)c1ccc2c(c1)OCCO2)NCc1ccc(F)cc1 | 0.89 | 1 | 0 | -5 | -1
19 | COc1ccc(C(=O)Nc2ccc([N+](=O)[O-])cn2)cc1OC | 0.98 | 1 | 0 | 4 | 0
20 | CCc1ccccc1NC1c2ccccc2C(=O)N1c1cccnc1 (stereo unspecified) | 1.2 | 1 | -4 | -8 | -1

entry | A3G deaminase | hIAP inh | NR3A LBD binder | MPTP block
11 | -9 | 17 | 2 | -1.4
12 | -3 | 2 | -2 | 1.1
13 | -4 | 2 | -2 | -0.8
14 | 4 | 3 | 1 | -0.1
15 | -8 | 4 | 0 | -1.2
16 | 0 | 2 | 1 | -0.7
17 | 2 | 1 | -7 | 2.7
18 | -8 | 11 | -1 | -1.6
19 | -2 | 2 | 1 | 0.7
20 | -9 | -18 | 1 | -1.2

Rewritten with each value named: two of the compounds above
13	CCN(C[C@H]1N[C@@](Cc2ccccc2)(C(=O)OC)[C@H]2C(=O)N(C)C(=O)[C@@H]12)S(=O)(=O)c1ccc(OC)cc1
  hIAP activ: 0.98	mIAP act: 0.91	mIAP block: 10	APOBEC3A inh: -3	MIN6 prolif: -3	A3G deaminase: -4	hIAP inh: 2	NR3A LBD binder: -2	MPTP block: -0.8
11	O=C(CN1C(=O)NC2(CCCC2)C1=O)NCCC1=CCCCC1
  hIAP activ: 0.83	mIAP act: 1.1	mIAP block: -7	APOBEC3A inh: -4	MIN6 prolif: -2	A3G deaminase: -9	hIAP inh: 17	NR3A LBD binder: 2	MPTP block: -1.4

Next entries follow:
entry | Compound | hIAP activ | mIAP act | mIAP block | APOBEC3A inh | MIN6 prolif
21 | Cc1coc2cc3oc(=O)c(CC(=O)N[C@@H](CC(C)C)C(=O)O)c(C)c3cc12 | 1 | 0.99 | 1 | 1 | -2
22 | O=C(Nc1cccc(N=Cc2cc(Cl)cc(Br)c2O)c1)c1ccco1 | 0.94 | 0.75 | 25 | 11 | -4
23 | O=C(COC(=O)c1ccccn1)Nc1cccc2ccccc12 | 0.85 | 0.95 | 5 | 0 | 2
24 | O=C(O)c1nn(CCOc2ccc(Br)cc2)c(=O)c2ccccc12 | 1 | 0.99 | 0 | -2 | 0
25 | COc1ccc(C2CC(=O)C3=C(C2)NC(C)=C(C#N)C3c2ccc(N(C)C)cc2)cc1 (stereo unspecified) | 0.92 | 0.9 | 10 | -1 | -3
26 | CCCCNc1c(N)n(CCCC)c(=O)[nH]c1=O | 1.1 | 1.1 | -7 | -2 | -2
27 | Cc1cc(=O)[nH]c(N/N=C/c2ccc3c(c2)OCCO3)n1 | 1.1 | 0.96 | 4 | -1 | -3
28 | S=c1[nH]nc(-c2cccs2)n1Cc1ccccc1 | 0.97 | 1.1 | -6 | -1 | -2
29 | CC(NC(=O)N1CCN(c2ccccc2F)CC1)c1ccc(F)c(F)c1 (stereo unspecified) | 0.96 | 1.1 | -10 | 2 | -1
30 | C=CCn1c(SCCOc2ccc(OC)cc2)nnc1C(CO)NC(=O)c1ccc(OC)cc1 (stereo unspecified) | 0.95 | 1.1 | -8 | 4 | 0

entry | A3G deaminase | hIAP inh | NR3A LBD binder | MPTP block
21 | 0 | -2 | 0 | -0.7
22 | 6 | 6 | 8 | -16
23 | -16 | 15 | 1 | 0.2
24 | 1 | -4 | -14 | -0.1
25 | -3 | 8 | -2 | 1.9
26 | -6 | -6 | x | x
27 | -5 | -9 | -2 | 1.1
28 | 30 | 3 | 0 | 1.3
29 | 5 | 4 | 4 | 0.7
30 | -1 | 5 | 2 | -1.0

Going on with the list:
entry | Compound | hIAP activ | mIAP act | mIAP block | APOBEC3A inh | MIN6 prolif
31 | CN(C)c1ccc(C2(c3ccc(N(C)C)cc3)OC(=O)c3cc(N)ccc32)cc1 | 0.86 | 0.96 | 4 | 3 | 0
32 | Cc1c(/C=N/Nc2ccc(C(=O)O)cc2)c2ccccc2n1C | 0.93 | 1 | -1 | 1 | 0
33 | CSc1ncccc1C(=O)Nc1ccc(S(=O)(=O)N2CCCC2)cc1 | 1.1 | 0.93 | 7 | -2 | -3
34 | O=C1CC(SCCc2nc3ccccc3[nH]2)C(=O)N1c1ccc(Cl)cc1 (stereo unspecified) | 1 | 0.95 | 4 | -2 | -3
35 | CN(Cc1c(C(=O)N/N=C/c2cccc(O)c2)nnn1-c1nonc1N)c1ccccc1 | 1.4 | 1 | -1 | -4 | -3
36 | CCN1C(=O)CS/C1=N\S(=O)(=O)c1ccc(Cl)cc1 | 0.89 | 0.95 | 5 | 6 | -1
37 | CCN(CC)S(=O)(=O)c1ccc(OC)c(NC(=O)C2CC(=O)N(c3ccc(C)cc3)C2)c1 (stereo unspecified) | 1.1 | 1 | -4 | 1 | -1
38 | CCOc1ncccc1C(=O)OCC(=O)c1cccc(Br)c1 | 0.93 | 0.96 | 4 | -3 | -2
39 | COc1ccc(S(=O)(=O)Nc2ccccc2Cl)cc1NC(C)=O | 0.98 | 1.1 | -6 | 9 | 0
40 | Cc1cccc(OCC(=O)NCc2nnc3ccc(C(F)(F)F)cn23)c1C | 1 | 1 | -1 | -4 | 0

entry | A3G deaminase | hIAP inh | NR3A LBD binder | MPTP block
31 | -2 | 14 | -14 | 4.0
32 | -1 | 7 | 3 | 0.7
33 | -9 | -11 | -2 | -1.4
34 | -3 | -1 | -6 | -1.4
35 | -4 | -36 | 31* | -0.6
36 | -10 | 11 | 1 | -0.9
37 | 3 | -9 | -1 | -0.4
38 | -9 | 7 | -1 | -0.3
39 | -2 | 2 | -2 | 1.9
40 | -8 | -1 | 0 | -1.6

(continued)
entry | Compound | hIAP activ | mIAP act | mIAP block | APOBEC3A inh | MIN6 prolif
41 | Cc1ccc(S(=O)(=O)N2CCC(C)CC2)cc1 | 1.2 | 1 | -1 | -5 | 0
42 | Cc1ccc(NC(=O)CSc2nnc(CN3CCOCC3)n2C)cc1C | 1 | 1 | -3 | 0 | 1
43 | CN(NC1OC(=O)c2ccccc21)c1ccccc1[N+](=O)[O-] (stereo unspecified) | 1 | 1 | -2 | -5 | 1
44 | CC1CCCCN1CCNC(=O)c1cnn2ccccc12 (stereo unspecified) | 1.1 | 0.96 | 4 | -2 | 1

entry | A3G deaminase | hIAP inh | NR3A LBD binder | MPTP block
41 | -7 | -16 | 1 | 0.1
42 | -3 | -4 | -3 | 0.9
43 | -9 | -2 | 0 | 2.2
44 | 2 | -11 | 0 | 0.6

Gathered by group: the entries above containing an aryl methoxy group (7)
entry | Compound | hIAP activ | mIAP act | mIAP block | APOBEC3A inh | MIN6 prolif
13 | CCN(C[C@H]1N[C@@](Cc2ccccc2)(C(=O)OC)[C@H]2C(=O)N(C)C(=O)[C@@H]12)S(=O)(=O)c1ccc(OC)cc1 | 0.98 | 0.91 | 10 | -3 | -3
16 | CCN(CC)CCN(C(=O)CCS(=O)(=O)c1ccccc1)c1nc2cc(OC)c(OC)cc2s1 | 0.97 | 0.95 | 5 | -2 | 5
19 | COc1ccc(C(=O)Nc2ccc([N+](=O)[O-])cn2)cc1OC | 0.98 | 1 | 0 | 4 | 0
25 | COc1ccc(C2CC(=O)C3=C(C2)NC(C)=C(C#N)C3c2ccc(N(C)C)cc2)cc1 (stereo unspecified) | 0.92 | 0.9 | 10 | -1 | -3
30 | C=CCn1c(SCCOc2ccc(OC)cc2)nnc1C(CO)NC(=O)c1ccc(OC)cc1 (stereo unspecified) | 0.95 | 1.1 | -8 | 4 | 0
37 | CCN(CC)S(=O)(=O)c1ccc(OC)c(NC(=O)C2CC(=O)N(c3ccc(C)cc3)C2)c1 (stereo unspecified) | 1.1 | 1 | -4 | 1 | -1
39 | COc1ccc(S(=O)(=O)Nc2ccccc2Cl)cc1NC(C)=O | 0.98 | 1.1 | -6 | 9 | 0

entry | A3G deaminase | hIAP inh | NR3A LBD binder | MPTP block
13 | -4 | 2 | -2 | -0.8
16 | 0 | 2 | 1 | -0.7
19 | -2 | 2 | 1 | 0.7
25 | -3 | 8 | -2 | 1.9
30 | -1 | 5 | 2 | -1.0
37 | 3 | -9 | -1 | -0.4
39 | -2 | 2 | -2 | 1.9

Compounds were not picked by outcome (roughly 5% active in at least one column).
